Source: PubChem BioAssay
FXIIa single: human FXIIa protease inhibitors, primary screen, biochemical, single well; inhibition, % at 10 µM; purified human FXIIa, AMC substrate fluorescence, 2 h; actives 0.2% (n = 33,000); in the data active = inhibition above about 30%;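 note: 0% = enzyme with vehicle only and 100% = no enzyme blank; many of its hits are not listed in these tables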
FXIa single inh: human FXIa protease inhibitors, primary screen, biochemical, single compound per well; AID 687, 2007; Coagulation factor XI (Homo sapiens), P03951; purified human FXIa, fluorogenic AMC substrate cleavage; actives 0.3% (n = 33,000); inhibition, % at 10 µM;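 active = inhibition above 40% in the primary screen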;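 note: 0% = enzyme without compound and 100% = blank wells lacking enzyme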
* hit, by the source's call.

structure	FXIIa single	FXIa single inh
OCC(O)CN1CCN(c2ccccc2)CC1 (stereo unspecified)	9.3	3.5
COc1ccc(S(=O)(=O)Nc2nnc(CC(C)C)s2)cc1	9.9	4.1
COc1cc(NC(=O)c2cc(C3CC3)on2)c(OC)cc1Cl	5.1	3.6
CN(C)CCOC(=O)C(c1ccccc1)C1(O)CCCC1 (stereo unspecified)	2.0	0.2
CCCN(CCC)C(=O)C(CCC(=O)O)NC(=O)c1ccccc1 (stereo unspecified)	0.1	4.9
CC(=O)O[C@@]12CO[C@@H]1C[C@H](O)[C@@]1(C)C(=O)[C@H](O)C3=C(C)[C@@H](OC(=O)[C@H](O)[C@@H](NC(=O)OC(C)(C)C)c4ccccc4)C[C@](O)([C@@H](OC(=O)c4ccccc4)[C@H]21)C3(C)C	3.0	5.6
Cc1oncc1C(=O)Nc1ccc(C(F)(F)F)cc1	5.4	7.9
CN1CCC(=C2c3ccccc3CC(=O)c3sccc32)CC1	3.1	8.1
O=C(O)CCCCCCCC(=O)O	-11.1	-14.5
C[C@]12CC[C@H]3C(=CCc4cc(O)ccc43)[C@@H]1CCC2=O	-10.5	-17.6

2 entries from above, with values ahead of the structure:
FXIIa single,FXIa single inh,SMILES
-11.1,-14.5,O=C(O)CCCCCCCC(=O)O
0.1,4.9,CCCN(CCC)C(=O)C(CCC(=O)O)NC(=O)c1ccccc1 (stereo unspecified)

(listing goes on)
structure	FXIIa single	FXIa single inh
Cc1cc(=O)[nH]c2ccc(Cl)cc12	7.5	14.9
O=C1CCc2cc(OCCCCc3nnnn3C3CCCCC3)ccc2N1	5.9	5.7
OCCOCCN1CCN(C(c2ccccc2)c2ccc(Cl)cc2)CC1 (stereo unspecified)	4.1	7.6
CCN(CC)CCOC(=O)C(c1ccccc1)c1ccccc1	6.4	3.6

A draw from above in order of SMILES length, highest first.
structure	FXIIa single	FXIa single inh
C[C@]12CC[C@H]3C(=CCc4cc(O)ccc43)[C@@H]1CCC2=O	-10.5	-17.6
CN1CCC(=C2c3ccccc3CC(=O)c3sccc32)CC1	3.1	8.1
CCN(CC)CCOC(=O)C(c1ccccc1)c1ccccc1	6.4	3.6
Cc1oncc1C(=O)Nc1ccc(C(F)(F)F)cc1	5.4	7.9
Cc1cc(=O)[nH]c2ccc(Cl)cc12	7.5	14.9

This is a subset (hit frequency here may not be typical).
